# Screening results from PubChem.
# uPA generation = blocks generation of uPA at the cell surface | cell surface uPA generation assay, qHTS | Potency, µM (top dose mostly 38.3 µM), for inactives: top-dose activity change, negative = inhibition, most hits filed as inhibitors | 330,000 tested, 0.31% active; active = well fitted inhibition curve with a large enough effect; inconclusive = small, poorly fitted or top-dose-only effect; inactive = no such curve, though single readings can be large or run the other way; tested in mouse RAW 264.7 cells; note: potency is the fitted concentration of half-maximal effect; nearly all actives have a fitted effect of over 55% in size
# KCNH2 3.1 block = KCNH2 3.1 (human) potassium channel inhibition | U2OS KCNH2 3.1, thallium flux FluxOr; hits give low values | activity change, % (tested at about 1.8 µM) | 340,000 tested, 0.95% active | AID 720553;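 active = maximum activity change below -70%; inconclusive = maximum activity change from -70% to -50%; inactive = maximum activity change above -50%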;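 note: thallium influx rate constant from kinetic fluorescence after stimulation buffer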
#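 Normalized rate constant (relative to positive and negative DMSO controls) derived from a 2 min kinetic fluorescence read after stimulation; U2OS cells expressing the 3.1 isoform via virus at 1.77 x 10^8 /mL.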
# Giardia kill = Giardia lamblia killing | activity change, % at 7.66 µM, hits read low | Giardia lamblia trophozoite viability | 340,000 tested, 0.15% active; in the data active = activity change below about -80%; inconclusive = between about -30% and that limit;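 note: parasites exposed to compound for two days anaerobically before the ATP read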
#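 Each well holds 100 Giardia trophozoites and compound. After two days (48 hrs) at 37 deg C in anaerobic conditions, ATP is quantified by luminescence.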
# Starred values were filed as active, the others as inactive; ? = inconclusive; [ ] = remark or other dose. % is set by controls: 0 for no effect and ±100 for the full control effect. Some of the compounds tested; the hit share may differ from the screen's.
Compound | KCNH2 3.1 block | Giardia kill | uPA generation
O=c1[nH]c(=O)n(C2CC(O)C(CO)O2)cc1I (centres undefined) | -15.9 | 3.1 | -2.4%
C=CCOc1ccc(C(c2c(O)nc(SC)[nH]c2=O)c2c(O)nc(SC)[nH]c2=O)cc1 | -2.3 | 5.1 | 0.8%
CC(C)(C)N(Cc1ccc2c(c1)OCO2)C(=O)/C=C\S(=O)c1ccccc1 (centres undefined) | -12.7 | -16.7 | -4.4%
COc1cc(C(C2C(=O)CC(C)(C)CC2=O)C2C(=O)CC(C)(C)CC2=O)ccc1OC(C)=O | -18.4 | -8.2 | -2.1%
COC(=O)C1C2CCCCC1C(=O)O2 (centres undefined) | 3.7 | 6.9 | 1.8%
CC1CCc2sc3c(c2C1)c1ncnn1c(=O)n3CC(=O)c1ccc(Br)cc1 (centres undefined) | -11.1 | -4.0 | 5.9%
CCOC(=O)c1c(C)nsc1NCc1ccccc1 | -2.5 | 31.3[activator] | -5.0%
COc1cccc(C(=O)NNC(=O)c2ccc3ccccc3c2O)c1 | 14.8 | -11.2 | -20.4%
O=C1CCC(c2ccccc2)c2ccccc21 (centres undefined) | 10.3 | -6.5 | 12.6%
Oc1ccc(-c2csc(Nc3ccc4c(c3)OCO4)n2)c(O)c1 | -1.4 | 18.9 | -18.3%
Cc1cn(CC(=O)NCCN2CCOCC2)c(=O)[nH]c1=O | 2.3 | 5.8 | 8.0%
C=C1CC2(CC(c3ccccc3)OC(c3ccccc3)C2)OC1=O (centres undefined) | -15.8 | 7.8 | -4.5%
O=C1NC(=O)C2(C=C(c3ccccc3)C(O)(c3ccccc3)C2)N1 (centres undefined) | -0.6 | 14.3 | -4.2%
Cc1ccc2nc3c(cc(S(=O)(=O)c4ccccc4)c(=N)n3C3CCCC3)c(=O)n2c1 | 2.1 | -4.2 | 1.4%
N#CC(=C(O)COC(=O)c1ccc2c(c1)OCCO2)c1nc2ccccc2[nH]1 | -7.3 | 13.2 | -0.6%
Cc1ccc(OCC(=O)O/N=C(\N)Cc2cccs2)cc1C | -9.2 | 7.9 | 1.4%
S=C(NCCN1CCOCC1)C(=S)NCCN1CCOCC1 | 11.6 | 12.3 | -1.7%
Cc1nc2cc3ccccc3cc2s1 | -1.3 | -2.8 | 2.7%
COc1ccc(C)cc1NC(=O)c1nc2nc(C)cc(C)n2n1 | 0.1 | -5.3 | 0.2%
Oc1ccc(C=NN=C2c3ccccc3-c3ccccc32)c(O)c1 | 29.1 | -24.6 | 8.2%
CC1(c2nnc(-c3ccccc3)o2)CC(c2ccc([N+](=O)[O-])cc2)=NO1 (centres undefined) | 0.0 | 37.9[activator] | ?
CCOc1ccc(CCNC(=O)COC(=O)C2CCN(S(=O)(=O)c3ccccc3)CC2)cc1OCC | 3.0 | 2.3 | -13.3%
CC(=NNC(=S)N1CCCCC1)c1cccc(C)n1 | -3.2 | -18.3 | 0.7%
COc1ccc(NS(=O)(=O)c2ccc(N3CCOCC3)c(NC(=O)/C=C/C(=O)O)c2)cc1 | 2.6 | 8.9 | 6.0%
CCC(CC)c1nnc(NC(=O)CS(=O)(=O)Cc2ccccc2)s1 | 25.5 | -8.2 | 4.7%
O=C(CCc1ccccc1Cl)Nc1cc(S(=O)(=O)N2CCOCC2)ccc1N1CCCC1 | 10.6 | 10.4 | 1.8%
COC1C=CC=C(C)C(=O)NC2=CC(=O)C(N)=C(CC(C)CC(OC)C(O)C(C)C=C(C)C1OC(N)=O)C2=O (centres undefined) | 3.0 | -24.3 | -11.3%
CN1CC(c2ccccc2)Oc2ccccc2C1=S (centres undefined) | 11.4 | 8.7 | -2.6%
COc1cccc(C2C(C(=O)c3ccco3)=C(O)C(=O)N2CCCN2CCOCC2)c1OC (centres undefined) | -11.4 | 1.2 | -11.2%
CCCn1c(=N)n(CC(=O)O)c2ccccc21 | -28.5 | -16.9 | 1.0%
c1cc(-c2n[nH]c(-c3ccncc3)n2)ccn1 | 4.6 | 5.0 | 12.6%
O=C(NC1CC1)C1=C[C@@H](C2CC2)C[C@@H](OCCCCO)O1 | 18.2 | 3.7 | -0.2%
O=C(NCc1ccco1)C(c1ccco1)N(C(=O)Cn1nnc2ccccc21)c1ccc2c(c1)CCC2 (centres undefined) | -19.3 | -13.3 | 1.5%
O=C(CN(c1cccc(Br)c1)S(=O)(=O)c1ccccc1)N/N=C/c1cc([N+](=O)[O-])ccc1O | 1.5 | -11.3 | -5.9%
Cn1c2ccccc2c2nnc(N/N=C/c3ccc(O)cc3)nc21 | 16.8 | -10.2 | -8.0%
O=C(O)c1c2cc(Br)ccc2nc2[nH]c(=O)[nH]c(=O)c12 | -3.5 | -2.8 | 2.7%
CCC(=O)Nc1cccc(-c2nnc(-c3ccccc3)o2)c1 | 9.3 | -12.8 | -2.8%
C[C@H](O)[C@@H]1C(=O)N2CCc3ccc(N4CCN(C)CC4)cc3[C@@H]2C[C@@H]1N(C)C(=O)NC1CCCCC1 | 11.4 | -13.2 | 11.6%
COc1ccc(CCNC(=O)CCOc2ccc(C(C)(C)C)cc2)cc1OC | 6.1 | 1.1 | 9.2%
CCSc1cnnc2ccccc12 | 9.1 | -4.1 | -0.3%
CC(C)(C)OC(=O)N(CCc1ccccc1)Cc1ccc(OCc2cccc(NC(=O)/C=C/c3ccccc3)c2)cc1 | -6.1 | 9.0 | 4.1%
CCN(CC)S(=O)(=O)c1ccc(OC)c(NC(=O)c2cccc([N+](=O)[O-])c2C)c1 | 17.5 | 12.4 | -0.1%
C=C1CC(Cn2cc(Br)c(=O)[nH]c2=O)(c2ccc(-c3ccccc3)cc2)OC1=O (centres undefined) | ? | -2.3 | -7.6%
CCCCOP(=O)(OCCCC)C1(C)CC(=O)CC(C)(C)C1 (centres undefined) | 1.6 | -8.5 | 1.5%
Cc1cc(C)c2c(=N)c3ccccc3n(CCCCCCCCn3c4ccccc4c(=N)c4c(C)cc(C)nc43)c2n1 | -6.2 | -5.7 | -0.2%
COc1cc(OC)c(NC(=O)c2cc3ccccc3cc2O)cc1Cl | -16.4 | -2.2 | -1.0%
COc1ccc(Cn2c(C)nc3c(c2=O)c2nc4ccccc4nc2n3Cc2ccco2)cc1 | -12.6 | 1.4 | 0.1%
O=C(Cc1cccc2ccccc12)Nc1ccccc1 | 3.6 | -3.5 | -6.2%
COc1cc(C2c3cc4c(cc3OC(NNC(N)=O)C2C)OCO4)cc(OC)c1OC (centres undefined) | -9.8 | 5.5 | -9.6%
O=C(NN(Cc1ccccc1)Cc1ccccc1)c1ccccc1 | 8.6 | 1.8 | -0.4%
COc1ccc(NC(C)=O)cc1S(=O)(=O)NC(Cc1ccccc1)C(=O)NC(C)c1ccccn1 (centres undefined) | 15.6 | -10.6 | 2.4%
CC(C)n1c(CNC(=O)c2ccccc2F)nnc1SCC(=O)c1ccc(F)cc1 | 11.1 | 0.2 | 7.4%
O=C1Nc2ccccc2C1=Nc1ccc2[nH]c3ccccc3c2c1 | -7.0 | -7.1 | -8.0%
OCC[C@@H]1C[C@@H](O)[C@H](O)[C@]2(CCCO2)O1 | -3.2 | 10.9 | 5.8%
COc1ccc(NC(=O)CCCNC(=O)c2ccc(Cl)cc2)cc1S(=O)(=O)N1CCCCC1 | 1.7 | 28.8 | 9.3%
Cc1ccc(S(=O)(=O)N2CCC[C@H]2C(=O)NC2CCCCC2)cc1 | -13.1 | -28.5 | -3.6%
O=[N+]([O-])c1ccc(N/N=C/C=C/c2ccco2)cc1 | -48.2 | 35.8[activator] | 4.1%
ClCCn1cnc2c(SCc3ccccc3Cl)ncnc21 | -12.0 | -4.3 | -13.1%
O=C(CSc1ccc(S(=O)(=O)N2CCCC2)cn1)Nc1ccc([N+](=O)[O-])cc1C(F)(F)F | -44.4 | 5.3 | 2.1%
COc1ccc(NC(=O)Nc2ccc(O)c3ccccc23)cc1 | 49.5 | 26.0 | ?

# By substructure: those above containing an aryl thioether with sulfur outside any ring (5)
Compound | KCNH2 3.1 block | Giardia kill | uPA generation
C=CCOc1ccc(C(c2c(O)nc(SC)[nH]c2=O)c2c(O)nc(SC)[nH]c2=O)cc1 | -2.3 | 5.1 | 0.8%
CCSc1cnnc2ccccc12 | 9.1 | -4.1 | -0.3%
CC(C)n1c(CNC(=O)c2ccccc2F)nnc1SCC(=O)c1ccc(F)cc1 | 11.1 | 0.2 | 7.4%
ClCCn1cnc2c(SCc3ccccc3Cl)ncnc21 | -12.0 | -4.3 | -13.1%
O=C(CSc1ccc(S(=O)(=O)N2CCCC2)cn1)Nc1ccc([N+](=O)[O-])cc1C(F)(F)F | -44.4 | 5.3 | 2.1%

# Continued.
Compound | KCNH2 3.1 block | Giardia kill | uPA generation
COc1cccc(NC(=O)CN(C)C(=O)c2cc(-c3ccccc3)nc3ccc(C)cc23)c1 | -2.4 | -5.6 | 2.0%
Cc1ccc(OC(=O)CCC(=O)Oc2ccc(C)cc2C)c(C)c1 | -12.7 | -13.6 | -2.5%
Cn1c(O)c(N=NC(=O)Cc2c[nH]c3ccccc23)c2ccccc21 | 7.2 | 1.6 | 1.4%
Nc1ncnc2c1nc(Sc1ccc(Cl)cc1)n2[C@@H]1O[C@@H]2COP(=O)(O)O[C@H]2[C@H]1O | -37.8 | -3.3 | ?
CC(=O)c1cccc(OC(=O)Oc2cccc(C(C)=O)c2)c1 | -1.2 | 25.0 | -7.1%
CNc1cccnc1C=NNC(N)=S | -17.1 | 20.0 | -10.7%
OCc1cccc[n+]1CCc1ccccc1 | -2.9 | -4.4 | -0.3%
O=C([C@@H]1CC=C[C@@H]2CCN(C3CCCCC3)C(=O)[C@@H]21)N1CCN(c2ccccc2)CC1 | 13.4 | 17.1 | -2.0%
CC(C)Cn1cnc2c(SCc3ccccn3)nc(N)nc21 | 2.0 | -6.2 | -5.5%
CN(CCc1ccccc1)C(=O)c1cccc(NC(=O)Cc2cccc(NC(=O)C3CCN(C(=O)c4ccccc4)CC3)c2)c1 | -3.5 | -4.0 | 18.0%
Cn1c(N2CCN(c3ccccn3)CC2)nc2c1c(=O)n(Cc1ccccc1Cl)c(=O)n2C | 7.8 | -7.1 | -0.8%
O=C1c2ccccc2S(=O)(=O)c2cc(C(=O)N3CCN(C(=O)c4ccccc4)CC3)ccc21 | 8.4 | -9.1 | -4.5%
CCOC(=O)C1Nc2ccccc2C2C(O)C(O)CC12 (centres undefined) | 17.7 | -12.7 | ?
CCCNc1ncc2c(=O)[nH][nH]c(=O)c2n1 | 14.3 | -8.1 | -3.4%
CC(=O)N(C(C)=O)c1cccc(N(Cc2ccccc2)Cc2ccccc2)c1 | -24.3 | 5.1 | 1.8%
CCn1c(=O)n(C)c2c(=O)n(C)c(=O)n(C)c21 | 14.1 | 17.7 | -1.3%
Cc1cc2oc3ccc(NCCCn4ccnc4)cc3c(=O)c2cc1C | 32.2 | 4.5 | ?
O=c1oc2ccc3ccccc3c2cc1-c1nc2ccccc2o1 | -3.8 | 3.5 | -0.7%
c1csc(Cc2nc(-c3ccc(-n4cccc4)cc3)no2)c1 | -12.2 | -22.7 | -11.8%
CCN1C[C@@H]2[C@@H]3C(=O)N(Cc4ccccc4)C(=O)[C@@H]3[C@](C)(C1=O)N2C(=O)c1ccc(Cl)c(Cl)c1 | -3.1 | 31.1[activator] | -1.1%
O=C(c1ccccc1)c1coc(-c2ccccc2)c1 | 22.8 | -9.6 | 3.5%
O=[N+]([O-])c1ccc(S(=O)(=O)c2cccc(C(F)(F)F)c2)nc1 | -14.4 | 0.0 | -12.8%
OCC[C@@H]1C[C@H](O)[C@@H](O)[C@]2(CCCO2)O1 | 2.2 | -18.1 | 6.6%
Cn1cnc([N+](=O)[O-])c1Sc1nc(N)nc2c1ncn2C1OC(CO)C(O)C1O (centres undefined) | 10.9 | -9.6 | -8.3%
C/C(=N/Nc1ccc(C(=O)c2c(C)cc3ccccn23)cc1[N+](=O)[O-])c1ccc(O)cc1 | 18.4 | 30.9[activator] | 2.5%
CC1Cc2c([nH]c(=O)n(-c3ccccc3)c2=O)O1 (centres undefined) | 7.7 | -15.3 | 5.1%
O=c1cc(Cl)nc2ccccn12 | -2.6 | 7.4 | 7.5%
O=C1C2C3CCC(O3)C2C(=O)N1c1nccs1 (centres undefined) | -18.8 | 11.3 | -7.2%
Cc1cc(C([O-])=C(C(=S)Nc2ccccc2)[n+]2ccccc2)c(C)n1-c1ccccc1 | 18.5 | -27.5 | -0.1%
Cn1c(SCCc2ccc([N+](=O)[O-])cc2)nccc1=O | 8.0 | -6.7 | 0.1%
O=C(NC1CCN(Cc2ccccc2)CC1)c1ccccc1NS(=O)(=O)c1ccc(F)c(F)c1 | -10.1 | -18.3 | -14.4%
CCn1c(=O)c2c3c(sc2n2c(SCc4ccc(F)cc4)nnc12)CCCC3 | -7.0 | 2.7 | -2.0%
Cc1cc(N2CCN(c3ccccn3)CC2)n2nc(C)nc2n1 | -17.3 | 36.2[activator] | 7.6%
C=C1CCN([C@@H](Cc2ccccc2)C(=O)NCCCc2ccccc2)S(=O)(=O)c2ccccc21 | -3.3 | 24.2 | ?
Cn1c(=O)c2[nH]c(=S)n(Cc3ccccc3)c2n(C)c1=O | -11.8 | 12.2 | 4.3%
COc1ccc(C2=NOC(C)(c3sc(-c4ccc(Cl)cc4)nc3C)C2)cc1 (centres undefined) | -0.5 | 10.9 | -8.9%
Cc1cccc(CNc2ncnc3[nH]ncc23)c1 | -1.0 | 12.8 | -2.6%
O=C(NCCCc1ccccc1)c1cccc(NC(=O)C2CCCCC2)c1 | -38.1 | 6.4 | 11.7%
